HT1080 IDH1KD tx: qHTS for induction of synthetic lethality in tumor cells producing 2HG: qHTS for the HT-1080-IDH1KD cell line | HT-1080 IDH1 knockdown viability, ATP luminescence, 48 h | Potency, µM (titrated, usually from 46.1 µM), for inactives: top-dose activity, negative = toxicity, hits mostly cytotoxic | hit rate 2% among 360,000;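 further: potency means the concentration at half of the fitted maximal effect; 0% = DMSO wells and -100% = cell-free medium wells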
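Assay cells: HT-1080 with IDH1 knockdown, 750 per well, RPMI/5% FBS. Exposure: 48 h at 37 °C following 2 h pre-incubation. Read: CellTiter-Glo luminescence; fitted concentration-response, curve class assigned.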
KB-3-1 tox: qHTS assay for MDR1-selective chemotherapeutics: Primary screen using the parental adenocarcinoma cell KB-3-1; hit rate 1.4% among 400,000; KB-3-1 viability, CellTiter-Glo ATP luminescence, 72 h; Potency, µM (doses to about 46.1 µM), without a hit: at the top dose activity change, negative = cytotoxic, most hits filed as cytotoxic; further: potency means the concentration at half of the fitted maximal effect; on the % scale 0 is the no-effect control and ±100 the full control effect; nearly all actives have a fitted effect of over 60% in size
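Multi-concentration cytotoxicity screen in KB-3-1 cells grown in DMEM lacking phenol red with 10% FBS. After 72 h at 37 °C with compound, ATP-dependent luminescence was recorded.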
IL-1B inflam inh: qHTS for Inhibitors of Inflammasome Signaling: IL-1-beta AlphaLISA Primary Screen; THP-1 LPS/ATP IL-1B secretion, AlphaLISA, 16 h; hits give low values; activity change, % at 57.5 µM; hit rate 4.7% among 360,000; in the data active means activity change below about -50%; inconclusive means mostly about -30% to -49%; further: on the % scale 0 is the no-effect control and ±100 the full control effect
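THP-1 cells pretreated 1 hr with compounds (up to 57.5 uM final), then stimulated with LPS (250 ng/mL final) plus ATP (1.25 mM final); secreted IL-1B measured by AlphaLISA after 16 hr, decreased signal indicating inhibition.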
KB-V1 MDR tox: qHTS assay for MDR1-selective chemotherapeutics: Primary screen using the drug-selected MDR subline cells KB-V1; KB-V1 MDR cells viability, CellTiter-Glo, 72 h; Potency, µM (top dose mostly 46.1 µM), inactives show at the highest dose activity change, negative = cytotoxicity, usual class: cytotoxic; hit rate 3.4% among 400,000; AID 1347076, 2019; further: potency means the concentration at half of the fitted maximal effect; on the % scale 0 is the no-effect control and ±100 the full control effect; nearly all actives have a fitted effect of over 60% in size
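Luminescent ATP read-out (CellTiter-Glo, 10 min) measures survival of drug-selected KB-V1 MDR cells after 72 h, 37 degrees C compound exposure. Medium: phenol-red-free DMEM, 10% FBS. Values from fitted concentration-response curves.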
ATXN2 expr inh: Primary qHTS for Inhibitors of ATXN expression; AID 1745845, 2022; hit rate 0.72% among 360,000; HEK-293 ATXN2-luciferase reporter, luminescence, 24 h; Potency, µM (top dose mostly 57 µM), without a hit: top-dose activity change, negative = inhibition, most hits filed as inhibitors; further: potency means the concentration at half of the fitted maximal effect; on the % scale 0 is the no-effect control and ±100 the full control effect; nearly all actives have a fitted effect of over 55% in size
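qHTS (up to 57 uM final) was run with 24 h compound exposure of reporter cells at 37 °C. Each well was multiplexed: SteadyGlo luminescence measured ATXN2-luciferase expression after a fluorogenic Gly-Phe-AFC viability readout (25 uM final).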
HT1080-NT tox: qHTS for induction of synthetic lethality in tumor cells producing 2HG: qHTS for the HT-1080-NT fibrosarcoma cell line | hit rate 1.6% among 360,000 | HT-1080-NT fibrosarcoma viability, CellTiter-Glo ATP luminescence, 48 h | Potency, µM (highest dose often 46.1 µM), for the others: top-dose activity, negative = less viability, most hits filed as cytotoxic | AID 686970, 2013;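 further: NT is the 2HG producing partner of a matched IDH1 knockdown line; potency means the concentration at half of the fitted maximal effect; 0% = DMSO-treated cells and -100% = media-only wells without cells; nearly all actives have a fitted effect of over 55% in size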
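Viability of the 2HG-overproducing fibrosarcoma line after 48 hours of compound exposure at 37 degrees C was determined by luminescence with CellTiter-Glo, and concentration-effect curves were then fitted and categorized.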
MCF10A rereplic: A quantitative high throughput screen for small molecules that induce DNA re-replication in MCF 10a normal breast cells; hit rate 2.9% among 350,000; AID 624296, 2012; MCF 10A DNA re-replication, Hoechst nuclear intensity, 48 h; Potency, µM (series often up to 46.1 µM), for inactives: top-dose activity, positive = re-replication, actives largely listed as activators; further: potency means the concentration at half of the fitted maximal effect; % of control where 0% means no effect; nearly all actives have a fitted effect of over 50% in size
SW480 rerep: A quantitative high throughput screen for small molecules that induce DNA re-replication in SW480 colon adenocarcinoma cells | SW480 DNA re-replication, Hoechst DNA content imaging, 48 h | Potency, µM (series often up to 46.1 µM), for the others: at the highest dose re-replication activation, hits mostly activators | hit rate 1.8% among 340,000 | AID 624297, 2012; further: potency means the concentration at half of the fitted maximal effect; % of control where 0% means no effect; nearly all actives have a fitted effect of over 55% in size
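Image-based read-out: total Hoechst fluorescence of nuclei (405 nm excitation, 500-530 nm emission), with hits raising the fraction of high-intensity nuclei. SW480 colon cells incubated 48 hr with compounds at 37 C.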
WRN inhibitor: qHTS for Inhibitors of WRN Helicase; WRN helicase unwinding, fluorescent forked duplex, kinetic; Potency, µM (highest dose often 114 µM), inactives show at the highest dose activity change, negative = inhibition, most hits filed as inhibitors; hit rate 0.46% among 360,000; AID 651768, 2012; further: potency means the concentration at half of the fitted maximal effect; on the % scale 0 is the no-effect control and ±100 the full control effect; nearly all actives have a fitted effect of over 55% in size
Target sequence (Q14191 whole entry, looked up): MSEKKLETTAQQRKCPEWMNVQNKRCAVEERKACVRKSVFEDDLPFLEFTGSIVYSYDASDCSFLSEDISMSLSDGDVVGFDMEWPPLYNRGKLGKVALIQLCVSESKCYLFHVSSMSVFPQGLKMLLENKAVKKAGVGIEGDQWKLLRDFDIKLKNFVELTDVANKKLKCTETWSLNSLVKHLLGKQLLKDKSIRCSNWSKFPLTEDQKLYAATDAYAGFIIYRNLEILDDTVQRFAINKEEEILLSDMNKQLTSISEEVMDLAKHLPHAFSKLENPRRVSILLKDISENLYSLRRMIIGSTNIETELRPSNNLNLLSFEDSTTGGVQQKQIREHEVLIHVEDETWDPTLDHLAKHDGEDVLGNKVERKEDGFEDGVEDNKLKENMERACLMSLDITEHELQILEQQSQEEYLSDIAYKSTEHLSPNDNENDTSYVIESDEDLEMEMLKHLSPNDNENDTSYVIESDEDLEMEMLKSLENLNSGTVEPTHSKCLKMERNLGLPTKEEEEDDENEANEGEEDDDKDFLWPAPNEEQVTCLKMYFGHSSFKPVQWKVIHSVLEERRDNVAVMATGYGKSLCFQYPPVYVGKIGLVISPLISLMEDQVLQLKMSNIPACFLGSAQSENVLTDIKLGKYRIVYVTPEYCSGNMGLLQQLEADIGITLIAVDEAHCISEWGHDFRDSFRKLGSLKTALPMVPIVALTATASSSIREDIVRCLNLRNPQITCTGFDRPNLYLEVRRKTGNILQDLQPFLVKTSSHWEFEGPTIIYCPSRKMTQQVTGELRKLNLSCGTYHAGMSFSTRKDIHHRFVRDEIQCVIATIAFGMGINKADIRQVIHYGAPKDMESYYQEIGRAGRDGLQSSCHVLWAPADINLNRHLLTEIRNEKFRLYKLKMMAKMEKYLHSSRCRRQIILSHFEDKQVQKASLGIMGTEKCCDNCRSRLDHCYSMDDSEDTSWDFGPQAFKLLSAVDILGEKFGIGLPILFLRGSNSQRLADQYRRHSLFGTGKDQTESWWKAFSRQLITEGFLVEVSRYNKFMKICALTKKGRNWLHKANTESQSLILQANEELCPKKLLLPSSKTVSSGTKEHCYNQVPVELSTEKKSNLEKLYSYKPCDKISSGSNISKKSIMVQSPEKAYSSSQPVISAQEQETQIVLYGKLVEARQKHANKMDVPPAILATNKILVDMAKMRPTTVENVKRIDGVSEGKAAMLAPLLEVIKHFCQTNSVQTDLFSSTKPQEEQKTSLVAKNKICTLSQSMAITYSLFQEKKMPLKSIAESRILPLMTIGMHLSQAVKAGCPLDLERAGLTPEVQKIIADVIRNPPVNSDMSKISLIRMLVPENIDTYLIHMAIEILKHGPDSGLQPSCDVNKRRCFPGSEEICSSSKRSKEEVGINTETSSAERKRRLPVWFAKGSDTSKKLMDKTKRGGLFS
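Fluorescence dequenching readout, ex 525 nm/em 598 nm, kinetic mode: forked duplex DNA (100 nM final) with adjacent fluorophore and quencher unwound by WRN (20 nM final) with 2 mM ATP. Compound preincubation 15 min, room temperature.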
* marks the source's active call; other numbers are inactive results; ? = inconclusive; / = no result given; & = joins results of further samples; [ ] = another dose, or the depositor's remark. Unless noted, the call rests on the fitted dose curve; in most records, active means well fitted curve in the direction sought with a large enough effect; inconclusive means small, poorly fitted or top-dose-only effect, or another doubt; inactive means no such curve, though single readings can be large; an effect the other way counts as inactive or inconclusive.

SMILES	HT1080 IDH1KD tx	KB-3-1 tox	IL-1B inflam inh	KB-V1 MDR tox	ATXN2 expr inh	HT1080-NT tox	MCF10A rereplic	SW480 rerep	WRN inhibitor
NC(CS)C(=O)O (configuration not stated)	/	?	/	13%	6%	/	-7%	-2%	/
CCn1c2ccccc2c2cc(NC(=O)N3CCCCC3)ccc21	?	24%	?	-5%	/	-19%	/	/	-6%
CCn1c(-c2ccccc2)c(C(=O)CC#N)c2ccccc21	-8%	-3%	10	3%	-23%	-11%	?	-12%	12%
CCOC(=O)N1CCC(C(=O)NNC(=O)c2ccc(Cl)cc2Cl)CC1	15%	-9%	-16	-11%	1%	18%	9%	-5%	-3%
Cc1cc(NS(=O)(=O)c2ccc(NC(=O)CN3C(=O)NC(C)(c4ccccc4)C3=O)cc2)nc(C)n1 (configuration not stated)	24%	15%	8	8%	5%	15%	-3%	-4%	-4%
CC(CCc1ccccc1)NC(=O)c1ccc(NC(=O)c2ccccc2)cc1 (configuration not stated)	12%	-17%	4	-18%	-25%	16µM*	?	?	6%
O=C(Nc1ccc(NC(=O)c2cccs2)cc1)c1ccc2ccccc2c1	22%	-13%	13	2%	?	29%	-27%	-7%	5%
CCOC(=O)c1ccc(NC(=O)CCS(=O)(=O)Cc2ccccc2)cc1	-13%	/	7	/	2%	-2%	?	10%	-12%
O[C@@H]1CN(C2CCN(Cc3ccccc3)CC2)CC[C@H]1N1CCCCCC1	-18%	9%	-19	10%	-21%	?	8%	-1%	-8%[57.1 µM]
Cc1ccc(C(=O)Nc2cccc(C(F)(F)F)c2)cc1NC(=O)c1nccn1C	-2%&5%	22%&0%	76&95	?	6%&-1%	8%&0%	38%	-28%	-5%&-4%
CSc1nc2nc(C(F)(F)F)cc(-c3ccccc3)n2n1	0%	2%	9	0%	4%	4%	0%	-4%	1%
O=C(CN1CCN(S(=O)(=O)c2ccc(Cl)cc2)CC1)NC1CCCC1	2%	19%	-6	?	-12%	-2%	6%	3%	-3%
CC(=O)Nc1ccc(S(=O)(=O)N(C)CC(=O)OCC(=O)c2ccc[nH]2)cc1	0%	2%	3	-3%	1%	4%	0%	-1%	10%
COc1cc(CNCCc2ccc(S(N)(=O)=O)cc2)ccc1OCC(=O)N1CCCCC1	21%	-6%	-9	-6%	-11%	-3%	2%	5%	-6%
COc1cc(OC)cc(-c2c(C#Cc3ccsc3)c3cc(-c4ccc5[nH]ccc5c4)ccc3n2C)c1	23%	-4%	12	6%	-9%	?	-12%	-6%	3%
CN(Cc1cccnc1)Cc1cn(Cc2ccccc2)nc1-c1ccc2c(c1)OCO2	-4%	-3%	-1	?	?	-14%	3%	2%	-33%[57.1 µM]
COC(=O)C12CC3CC(C1)CC(n1cnc(Cl)n1)(C3)C2	4%	18%	8	10%	-6%	1%	3%	2%	11%
COc1ccc2nc(NC(=O)C3COc4ccccc4O3)sc2c1 (configuration not stated)	8%	4%	-13	-14%	79%[activator]	-1%	1%	-3%	-3%
Cc1cccc(CCNC(=O)Cn2ncc3c([nH]c4ccccc43)c2=O)c1	16%	4%	16	-3%	5%	-5%	1%	?	-1%
CCOc1ccc(C2C(C#N)=C(N)N(N(C)C)C3=C2C(=O)CC(C)(C)C3)cc1 (configuration not stated)	5%	0%	-10	-1%	-1%	-2%	1%	?	-2%[57.1 µM]
CC(=O)N1c2ccc(S(=O)(=O)NCCC(=O)NC3CCC(C)CC3)cc2CC1C (configuration not stated)	12%	-1%	29	18%	10%	6%	-2%	-2%	13%
N#Cc1cccc(S(=O)(=O)Nc2c(NC3CCCCC3)c3ccccc3oc2=O)c1	0%	-1%	-13	7%	-10%	-3%	-9%	-9%	-4%
COc1ccccc1C(=O)NCC(=O)OCc1csc(-c2ccccc2)n1	16%	-4%	13	25%	1%	12%	2%	-1%	-8%
COc1cccc(NC(=O)Nc2cc(NC(=O)Nc3cccc(OC)c3)c(C)nc2C)c1	-12%	?	17	13%	3%	-17%	?	/	-24%
COC(=O)c1sccc1NC(=O)COc1ccc(Cl)cc1	1%	-1%	-5	1%	1%	8%	0%	-8%	0%
COc1ccc(/C=C2\SC(=S)N(CCC(=O)Nc3ccccc3C(=O)O)C2=O)cc1	2%	0%	2	-12%	?	2%	?	0%	-16%[11.6 µM]
CCOC(=O)C1=CCN(S(=O)(=O)c2ccccc2C)C1c1cccc(C)c1 (configuration not stated)	-15%	0%	0	7%	-18%	-4%	/	/	-3%
COc1ccc(-c2cc(C(F)(F)F)n3nc(C(=O)N4CCOCC4)nc3n2)cc1	19%	7%	?	0%	7%	12%	1%	2%	-8%
COc1ccc(CCNC(=O)COc2nsnc2N2CCOCC2)cc1OC	7%	19%	0	0%	4%	0%	368%[0.0737 µM]	-32%[inhibitor]	1%
CC(C)(C)OC(=O)N(CCc1ccccc1)Cc1ccc(OCc2cccc(NC(=O)C3CCCC3)c2)cc1	5%	0%	-19	2%	7%	4%	?	0%[9.22 µM]	-9%
COc1ccc(Cn2c(=O)c3c(nc(NCCO)n3C)n(C)c2=O)cc1	-2%	17%	-8	-1%	-3%	-2%	1%	1%	-6%
COc1ccccc1NC(=O)CSc1nc(O)cc(=O)n1C	5%	-10%	17	21%	5%	6%	?	-2%	-11%
COC(=O)[C@H](C)NC(=O)N1CCC(Cc2ccccc2)CC1	7%	14%	-2	-2%	-4%	1%	-2%	-13%	1%
COCC(=O)N(C)C[C@H]1N[C@@](Cc2ccccc2)(C(=O)OC)[C@H]2C(=O)N(C)C(=O)[C@@H]12	-1%	0%	-2	0%	2%	-2%	-10%	13%	-2%
COc1ccc(/C=N/NC(=O)Cn2c(Cc3ccc(OC)c(OC)c3)nc3ccccc32)cc1	6%	4%	-21	10%	2%	0%	3%	-3%	-18%
O=C(NCCN1CCC(n2c(=O)[nH]c3ccccc32)CC1)c1ccc(F)c(C(F)(F)F)c1	?	4%	?	-23%	?	?	/	/	-1%
COc1ccc(N2CCN(C3CCCN(Cc4ccc(F)cc4)C3)CC2)cc1 (configuration not stated)	10%	14%	0	-11%	7%	8%	28%	5%	0%
CN(C(=O)COC(=O)C1CCN(S(=O)(=O)c2ccc3c(c2)OCCO3)CC1)c1ccccc1	2%	19%	11	3%	0%	3%	-2%	5%	-2%
CC1CN(C)C(C)CC1OC(=O)C(c1ccccc1)c1ccccc1 (configuration not stated)	-10%	-1%	?	-11%	-22%	-14%	?	-4%	-11%
COc1cccc2sc(N(CCN(C)C)C(=O)/C=C/c3cccs3)nc12	?	3%	-6	1%	/	-16%	?	18%	1%

Entries shown so far containing a COOH group, in the order listed:
SMILES	HT1080 IDH1KD tx	KB-3-1 tox	IL-1B inflam inh	KB-V1 MDR tox	ATXN2 expr inh	HT1080-NT tox	MCF10A rereplic	SW480 rerep	WRN inhibitor
NC(CS)C(=O)O (configuration not stated)	/	?	/	13%	6%	/	-7%	-2%	/
COc1ccc(/C=C2\SC(=S)N(CCC(=O)Nc3ccccc3C(=O)O)C2=O)cc1	2%	0%	2	-12%	?	2%	?	0%	-16%[11.6 µM]

Carrying on:
SMILES	HT1080 IDH1KD tx	KB-3-1 tox	IL-1B inflam inh	KB-V1 MDR tox	ATXN2 expr inh	HT1080-NT tox	MCF10A rereplic	SW480 rerep	WRN inhibitor
COc1ccc(C(CNC(=O)CCC(=O)c2ccc(C)s2)N2CCOCC2)cc1 (configuration not stated)	0%	3%	7	27%	/	5%	3%	-8%	-5%
O=C(N1CCN(c2ccccc2F)CC1)C1(S(=O)(=O)c2ccc(Cl)cc2)CC1	-2%	?	-7	-17%	4%	13%	-16%	-14%	2%
CCC(C)NC(=O)C1CCN(S(=O)(=O)c2ccc3nc4c(c(C(=O)O)c3c2)CCCCC4)CC1 (configuration not stated)	-1%	4%	10	5%	-1%	4%	0%	?	-1%
COc1ccc(-c2csc(N3CCN(Cc4ccc5c(c4)OCO5)CC3)n2)cc1	7%	7%	21	13µM*	-12%	6%	0%	-7%	-11%
O=c1[nH]c(=O)c2nc3ccccc3nc2[nH]1	/	5%	/	12%	12%	/	0%	-1%	/
Cc1ccccc1C(=O)Nc1ccc(S(=O)(=O)NCC2CCCO2)cc1 (configuration not stated)	-1%	-14%	6	?	/	6%	/	/	10%
CC(C)CN(C(=O)COC(=O)c1ccc(Br)o1)c1c(N)n(Cc2ccccc2)c(=O)[nH]c1=O	-1%	0%	-13	6%	1%	7%	0%	-3%	3%
CCOCCCN(C(=O)Cn1nnc(-c2ccc(C)o2)n1)C(C(=O)NC1CCCC1)c1ccc(C)o1 (configuration not stated)	5%	25%	-52*	?	0%	-2%	-1%	12%	-8%
CC(C)[C@H](NS(=O)(=O)c1ccccc1)C(=O)OCC(=O)NCc1ccc2c(c1)OCO2	-3%	1%	13	1%	-4%	3%	1%	-5%	9%
CCN(Cc1ccccc1)C(=O)CC1Oc2ccccc2NC1=O (configuration not stated)	4%	1%	9	1%	1%	12%	-4%	-4%	-3%
CC(C)(C)OC(=O)NCCCC[C@@H](C(=O)NCCCCCCCCCCC(=O)N1CCN(C(=O)OC(C)(C)C)CC1)n1cc(CCCC(=O)O)nn1	15%	19%	7	?	13%	0%	-7%	0%	-7%
CC1CCN(C(=O)CN2C(=O)C(=O)c3ccccc32)CC1	5%	-1%	-4	25%	1%	-2%	-1%	-14%	1%

Screening results: PubChem BioAssay, National Center for Advancing Translational Sciences (NCATS)
